PfM18AAP inh – PfM18AAP enzyme inhibition | recombinant PfM18AAP, H-Glu-NHMec fluorogenic cleavage | inhibition, % at 7.35 µM | 1.2% of 290,000 active | AID 1822;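 active = inhibition above the campaign mean inhibition over all tested compounds plus 3 SD, cut at about 28% in these data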;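 also: 0% = plate median of test compound wells and 100% = 2 mM ZnCl2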
SUMO HTRF inh – SUMOylation inhibition. P63279. HTRF SUMOylation assay, SAE1/SAE2 + UBC9, in vitro. 0.36% of 290,000 active. inhibition, % at 35 µM; in the data active = inhibition above about 50%, passing the limit was not always enough; also: strong numbers were not always called active
Target sequence (P63279 whole entry, looked up): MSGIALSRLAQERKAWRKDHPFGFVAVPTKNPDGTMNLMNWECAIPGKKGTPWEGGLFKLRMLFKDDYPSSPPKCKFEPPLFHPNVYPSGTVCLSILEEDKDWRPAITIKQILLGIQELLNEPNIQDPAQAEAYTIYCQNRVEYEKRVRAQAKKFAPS
NALP1 inh – NALP1 inhibition. S. cerevisiae NALP1/ASC/caspase-1 growth, X-gal OD620, 72 h. inhibition, % at 10 µM. 0.61% of 280,000 active. AID 2071; in the data active = inhibition mostly above about 24%, no sharp cut-off; inactive = mostly below about 32%; also: some compounds called inactive have numbers as strong as hits
MEKK2wt PB1 HTS – raises or lowers MEK5 binding to wildtype human MEKK2 PB1 domain | Q9Y2U5 | bead flow cytometry, Alexa488-MEK5 binding to MEKK2 WT; actives lie on both sides | binding response (% of control), % at 10 µM | 1.1% of 290,000 active | AID 1531; in the data active = binding response below about 67% or above about 130%
IMP-1 inhibitor – inhibitors of Pseudomonas aeruginosa IMP-1 metallo-beta-lactamase. purified IMP-1, nitrocefin hydrolysis, epi-absorbance fluorescence. inhibition, % at 5.6 µM. 0.45% of 290,000 active;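 active = inhibition above the mean plus 3 SD of all compounds in the same screening run, cut at about 4.5% in these data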;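 also: 0% = IMP-1 with DMSO and 100% = DMSO wells lacking enzyme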
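Assay system: purified recombinant IMP-1 beta-lactamase. Input: IMP-1 0.2 nM before substrate addition. Buffer or medium: Zinc- and detergent-supplemented HEPES buffer, pH 7.1. Schedule: 25 °C, 15 min preincubation, 25 min reaction. Signal: Epi-absorbance fluorescence, 480 nm excitation, 530 nm emission. Evaluation: percent inhibition from optical density relative to buffer-blank wells.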
MEKK2mut PB1 HTS – signal of MEK5 binding to mutant human MEKK2 PB1 domain | bead flow cytometry, Alexa488-MEK5 binding to MEKK2 mutant | percent response, % at 10 µM | 0.35% of 290,000 active | AID 1530; in the data active = percent response above about 24%, passing the limit was not always enough; also: inactives centre near 1; some results filed as inactive read as strong as hits
VIM-2 inh – inhibitors of Pseudomonas aeruginosa VIM-2 metallo-beta-lactamase. 0.89% of 290,000 active. inhibition, % at 5.6 µM. purified VIM-2, nitrocefin hydrolysis, epi-absorbance fluorescence;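 active = inhibition above the mean of all tested compounds plus 3 SD, cutoff set per screening run, cut at about 7.5% in these data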;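 also: red hydrolysis product quenches plate fluorescence so inhibitors raise well fluorescence; 0% = enzyme with DMSO and 100% = DMSO without enzyme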
DNA FID counter – displaces DNA intercalator in HCV helicase counter-screen; 0.17% of 290,000 active; DNA fluorescent intercalator displacement, fluorescence; inhibition, % at 7.9 µM; in the data active = inhibition above about 37%;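 also: 0% = vehicle and 100% = reference compound; higher means more ethidium bromide displaced from hairpin DNA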
HCV NS3 hel inh – blocks Hepatitis C virus NS3 helicase unwinding; NS3 helicase DNA unwinding, Cy5 molecular beacon fluorescence; inhibition, % at 10.9 µM; 0.56% of 290,000 active; AID 1800;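 active = inhibition above the mean of all tested compounds plus 3 SD, set per campaign, cut at about 35% in these data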;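 also: 0% = DMSO wells and 100% = thioflavine S control wells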
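Control set: DMSO versus 110 µM thioflavine S; Material: NS3 helicase fragment of HCV; Measured by: Cy5 fluorescence at 0 and 60 min, beacon hairpin quenching; Read-out basis: percent inhibition from t60/t0 fluorescence ratio; Times: reaction time 60 min, 25 °C; Repeats: single replicate; Compound dosing: single dose, 10.9 µM nominal final, DMSO 0.8% final.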
* hit, by the source's call; . = no result given.

SMILES	PfM18AAP inh	SUMO HTRF inh	NALP1 inh	MEKK2wt PB1 HTS	IMP-1 inhibitor	MEKK2mut PB1 HTS	VIM-2 inh	DNA FID counter	HCV NS3 hel inh
NC(=O)CSc1ncnc2c1oc1ccccc12	2	-4	-2	114	-4.3	8	-0.2	-4	12
O=C(NCc1cccc(Cl)c1)C1CCCN(c2ncnc3c2nc2n3CCCCC2)C1 (stereo not drawn)	4	1	-1	100	-4.0	-4	0.2	-71	-8
Cn1ccnc1SCC(=O)n1c2c(c3ccccc31)CCCC2	10	1	26	101	5.7*	2	29*	-2	5
COc1cc(C(=O)OCC(=O)NCc2ccccc2)cc(NC(=O)c2ccco2)c1OC	-13	20	2	106	-0.9	2	-1.5	-5	-3
COc1cc2c(cc1OC)C(CC(=O)O)N(C(=O)CC1CCCC1)CC2 (stereo not drawn)	3	-14	-11	98	-3.0	-1	-0.6	-29	-4
Cc1cc(C)c2nc3nc(C)cc(C)c3c(N)c2c1	5	29	3	107	-6.6	12	23*	63*	12
O=C(NNC1CC(=O)N(c2cccc(Cl)c2)C1=O)c1cccnc1 (stereo not drawn)	3	-6	10	105	-2.6	2	-1.2	-1	3
O=S(=O)([N-]c1nc2ccccc2nc1-[n+]1ccccc1)c1ccc(F)cc1	1	10	-6	102	-2.2	0	-2.7	-2	7
Clc1ccc(Cc2nc(-c3ccncc3)no2)cc1	-6	10	15	62	-0.6	-14	-1.2	-9	6
CCOC(=O)c1c(-c2ccccc2)oc2ccc(O)c(CN(C)C)c12	9	28	12	122	-4.3	8	1.4	29	-19
COc1ccc(S(=O)(=O)N(CC(=O)N2CCN(C)CC2)c2ccc(C)cc2)cc1Br	-2	2	-7	102	-1.4	5	-2.1	16	-46
CC1(C)N=C(c2ccccc2)C(=O)N1	1	17	-4	94	0.8	-1	-3.2	3	2
Nc1nonc1-n1nnc(C(=O)N/N=C/c2cccc(O)c2)c1CN1CCCC1	-14	8	3	107	-1.4	5	0.1	-14	-2
COc1ccc(OC)c(NC(=S)NCc2ccccc2OC)c1	-2	-9	11	101	-1.6	-1	-0.8	-10	-7
CC(C)[C@H](NC(=O)c1ccccc1Cl)C(=O)NC1CCCCCC1	-13	-8	0	100	-1.0	-5	0.1	-2	-3
O=C(COC(=O)c1cccc(C(=O)OCC(=O)NCc2ccc(F)cc2)n1)NCc1ccc(F)cc1	-9	-13	15	101	-2.9	1	-2.5	-6	2
Cc1c(C)c(C)c(C(=O)c2ccc(NC(=O)c3ccccc3C(=O)O)cc2)c(C)c1C	-1	2	-48	108	-0.9	6	-1.3	-28	-26
Cc1c(C(=O)N2CCN(c3ccccc3)CC2)sc2ncnc(N3CCN(c4ccccn4)CC3)c12	2	0	15	99	-2.0	0	-3.0	-18	0
COC(=O)C(C)NC(=O)COc1ccc2ccccc2c1 (stereo not drawn)	-10	18	-3	95	0.6	-1	0.2	-3	-8
Nc1ncncc1-c1ccc([N+](=O)[O-])cc1	-5	5	6	108	-2.0	4	-2.7	0	-1
COc1cc(CN2CCNC(=O)C2CC(=O)O)cc(OC)c1 (stereo not drawn)	2	4	-3	92	-3.7	-4	-2.1	6	5
Cc1ccc(NC(=S)/C(=C(\[O-])c2ccc(Cl)s2)[n+]2cccc(CO)c2)cc1C	0	-5	24	97	-3.4	-3	-0.4	8	-5
Cc1ccc(NC(=O)c2ccc(=O)[nH]n2)cc1C	6	-15	-2	95	-3.4	2	-3.3	-10	8
COc1cc(NC(=O)CCN2CCN(c3ccccc3F)CC2)cc(OC)c1	1	23	12	104	0.2	2	-3.0	1	-12
CNC(=O)CN(c1cc(OCCOC)c(Cl)cc1Cl)S(=O)(=O)c1ccc(OC)cc1	-3	2	9	98	-1.1	-2	-0.6	-44	-8
O=C(/C=C/c1ccc(Cl)cc1)NCCc1ccccc1	-8	-14	37	103	-3.2	0	-3.3	-13	6
CCOc1ccc(NC(=O)CCC(=O)NNC(=O)COc2ccccc2C)cc1	-14	25	7	96	0.0	-7	-1.3	-11	8
CSc1nc2ccc(NC(=O)C3CCCO3)cc2s1 (stereo not drawn)	0	20	16	.	-4.0	.	-3.7	-3	0
Cn1c(=O)cc(OCC(=O)NCCc2ccc(Cl)cc2)c2ccccc21	-4	18	2	96	-1.7	-5	0.7	-32	-4
CCCOC(=O)c1c(NC(=O)CCC(=O)O)sc2c1CCCCC2	8	-3	4	105	-1.7	1	-1.6	-41	24

12 consecutive records out of the list so far:
SMILES	PfM18AAP inh	SUMO HTRF inh	NALP1 inh	MEKK2wt PB1 HTS	IMP-1 inhibitor	MEKK2mut PB1 HTS	VIM-2 inh	DNA FID counter	HCV NS3 hel inh
COC(=O)C(C)NC(=O)COc1ccc2ccccc2c1 (stereo not drawn)	-10	18	-3	95	0.6	-1	0.2	-3	-8
Nc1ncncc1-c1ccc([N+](=O)[O-])cc1	-5	5	6	108	-2.0	4	-2.7	0	-1
COc1cc(CN2CCNC(=O)C2CC(=O)O)cc(OC)c1 (stereo not drawn)	2	4	-3	92	-3.7	-4	-2.1	6	5
Cc1ccc(NC(=S)/C(=C(\[O-])c2ccc(Cl)s2)[n+]2cccc(CO)c2)cc1C	0	-5	24	97	-3.4	-3	-0.4	8	-5
Cc1ccc(NC(=O)c2ccc(=O)[nH]n2)cc1C	6	-15	-2	95	-3.4	2	-3.3	-10	8
COc1cc(NC(=O)CCN2CCN(c3ccccc3F)CC2)cc(OC)c1	1	23	12	104	0.2	2	-3.0	1	-12
CNC(=O)CN(c1cc(OCCOC)c(Cl)cc1Cl)S(=O)(=O)c1ccc(OC)cc1	-3	2	9	98	-1.1	-2	-0.6	-44	-8
O=C(/C=C/c1ccc(Cl)cc1)NCCc1ccccc1	-8	-14	37	103	-3.2	0	-3.3	-13	6
CCOc1ccc(NC(=O)CCC(=O)NNC(=O)COc2ccccc2C)cc1	-14	25	7	96	0.0	-7	-1.3	-11	8
CSc1nc2ccc(NC(=O)C3CCCO3)cc2s1 (stereo not drawn)	0	20	16	.	-4.0	.	-3.7	-3	0
Cn1c(=O)cc(OCC(=O)NCCc2ccc(Cl)cc2)c2ccccc21	-4	18	2	96	-1.7	-5	0.7	-32	-4
CCCOC(=O)c1c(NC(=O)CCC(=O)O)sc2c1CCCCC2	8	-3	4	105	-1.7	1	-1.6	-41	24

Two of these compounds in a different format.
Cc1c(C(=O)N2CCN(c3ccccc3)CC2)sc2ncnc(N3CCN(c4ccccn4)CC3)c12
  PfM18AAP inh: 2 | SUMO HTRF inh: 0 | NALP1 inh: 15 | MEKK2wt PB1 HTS: 99 | IMP-1 inhibitor: -2.0 | MEKK2mut PB1 HTS: 0 | VIM-2 inh: -3.0 | DNA FID counter: -18 | HCV NS3 hel inh: 0

COC(=O)C(C)NC(=O)COc1ccc2ccccc2c1 (stereo not drawn)
  PfM18AAP inh: -10 | SUMO HTRF inh: 18 | NALP1 inh: -3 | MEKK2wt PB1 HTS: 95 | IMP-1 inhibitor: 0.6 | MEKK2mut PB1 HTS: -1 | VIM-2 inh: 0.2 | DNA FID counter: -3 | HCV NS3 hel inh: -8

Other entries follow.
SMILES	PfM18AAP inh	SUMO HTRF inh	NALP1 inh	MEKK2wt PB1 HTS	IMP-1 inhibitor	MEKK2mut PB1 HTS	VIM-2 inh	DNA FID counter	HCV NS3 hel inh
CCCC1NC(C(=O)O)Cc2c1[nH]c1ccccc21 (stereo not drawn)	22	7	3	104	-1.1	2	0.6	-1	6
CCc1nnc(NC(=O)c2ccc(Br)o2)s1	-4	4	7	105	-1.6	4	-0.7	-3	-1
O=C(O)C1C2CCC(O2)C1C(=O)Nc1ccc(F)cc1 (stereo not drawn)	0	-3	13	102	-1.6	5	-1.8	4	-9
Cc1ccc(CNn2cnnc2SCC(=O)NC(C)(C)C)cc1	2	4	9	104	-2.0	-1	-0.3	-13	8
CC(=O)Oc1ccc2c(C)cc(=O)oc2c1C(=O)c1ccccc1	0	-7	10	111	-2.9	5	-2.9	-2	-11
O=C(O/N=C1\CCS(=O)(=O)c2sccc21)c1ccc(F)cc1	2	7	4	107	-4.2	-1	-6.0	4	1
NC(=S)n1[nH]c(-c2ccc([N+](=O)[O-])cc2)c(N=Nc2ccc(Cl)cc2)c1=O	6	64*	16	91	-4.2	0	-3.2	2	15
CC(C)N1C(=O)CCC1C(=O)NCCc1ccccc1 (stereo not drawn)	4	15	-8	90	-3.3	-7	-1.2	-1	-2
O=S(=O)(Nc1ccc(O)c(Sc2nc3ccccc3s2)c1)c1ccc(F)cc1	-9	-19	7	102	-1.8	-1	-0.7	-7	-7
Cn1c(=O)n(C)c2cc(C(N)=O)ccc21	-3	12	-28	98	-3.3	1	-3.7	0	11
NC(=O)c1cc[n+](Cc2ccc([N+](=O)[O-])cc2)cc1	2	-2	2	99	-2.0	-4	-0.6	1	5
COC(=O)c1ccc(NC(=O)CN2CCN(CCO)CC2)cc1	-2	-2	5	98	1.6	-2	1.1	1	18
O=C(NCC1CCCO1)C1CCCN(S(=O)(=O)c2ccc(Br)cc2)C1 (stereo not drawn)	32*	0	6	101	-1.1	3	-3.3	-29	0
C/C(=N\NC(=O)c1ccccn1)c1ccc(C(=O)O)s1	14	20	0	102	-7.7	-2	-2.3	2	7
CCOC(=O)N1CCC(N2Cc3cccc(C(=O)O)c3C2=O)CC1	-4	1	25	99	0.5	-4	-0.2	3	-7
CCN(CC)C(=O)CSc1nnc(-c2ccccn2)n1Cc1ccccc1	-13	28	.	110	-1.7	4	-2.4	-27	3
Cc1cc(Cl)c(S(=O)(=O)N2CCCCCC2)cc1OCC(N)=O	2	-3	2	104	-1.3	5	-0.5	-25	3
Cc1cc(C)cc(NC(=O)CSc2nnc(-c3ccc(S(=O)(=O)N4CCCC4)cc3)o2)c1	-9	15	0	99	-1.3	0	0.1	-11	-13
COCCNC(=S)NN(c1ccccc1)c1ccccc1	1	-12	-16	99	-3.7	-1	-2.1	-7	-4
CC(C)C1Nc2ccc(C(=O)NCCCN3CCOCC3)cc2NC1=O (stereo not drawn)	15	-8	20	101	-3.9	-3	2.0	-1	-3
CCc1ccc2[nH]c(C(=O)Nc3ccc(C)c(F)c3)cc2c1	-2	3	12	97	-1.6	-5	-1.8	-8	6
Cc1ccc2c(c1)C(c1ccc(F)cc1)N(C(=O)c1ccc(S(=O)(=O)N(C)C)cc1)CC(=O)N2 (stereo not drawn)	1	-13	8	103	-2.1	3	-0.4	-37	-15
c1ccc2c(c1)ncn2CCOCCOCCn1cnc2ccccc21	3	-23	4	102	-3.4	5	-0.8	-10	6
OC(CNC1CCCCC1)CNC1CCCCC1	-3	9	-7	103	0.1	0	-0.6	5	4

High-throughput results from PubChem BioAssay.
